Screens from PubChem BioAssay.
OX1R antag-1 = human HCRTR1 antagonism; O43613; CHO/OX1R cells, Fluo-8 calcium fluorescence, orexin A; inhibition, % at 5 µM; hit rate 0.43% among 330,000; AID 434989;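 active = inhibition above its plate's threshold, mean inhibition of all tested compounds on the plate plus 3 SD, cut at about 37% in these data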;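 note: 0% = orexin A challenge wells and 100% = SB-334867-A antagonist wells; not every result past the cut was called active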
Target sequence (O43613 whole entry, looked up): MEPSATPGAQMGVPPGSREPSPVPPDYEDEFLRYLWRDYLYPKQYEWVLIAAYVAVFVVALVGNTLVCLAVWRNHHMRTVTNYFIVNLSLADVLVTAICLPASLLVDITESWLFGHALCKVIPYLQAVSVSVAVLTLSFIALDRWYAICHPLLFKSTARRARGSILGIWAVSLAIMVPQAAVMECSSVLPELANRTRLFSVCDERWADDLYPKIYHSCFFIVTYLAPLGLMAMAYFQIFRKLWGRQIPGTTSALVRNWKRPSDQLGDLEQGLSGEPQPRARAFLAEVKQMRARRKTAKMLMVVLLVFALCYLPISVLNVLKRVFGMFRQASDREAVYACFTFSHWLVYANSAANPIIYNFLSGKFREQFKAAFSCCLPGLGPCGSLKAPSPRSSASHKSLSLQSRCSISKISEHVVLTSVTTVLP
OX1R antag-2 = antagonists of human orexin 1 receptor (OX1R); O43613; AID 485270; hit rate 1.8% among 330,000; OX1R-expressing cells, FRET antagonist read-out; inhibition, % at 6.6 µM; in the data active = inhibition mostly above about 38%, no sharp cut-off; inactive = mostly below about 40%;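 note: 0% = agonist challenge alone and 100% = reference antagonist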
An asterisk follows results filed as active.

The opening 2 compounds (preview)
SMILES	OX1R antag-1	OX1R antag-2
O=C(Nc1ccnn1C1CCN(Cc2c[nH]c3ccccc23)CC1)c1ccccc1	-4	2
O=C(O/N=C1\CCCc2ccccc21)c1cccc(Cl)c1	-39	3

Main list, repeating the preview:
SMILES	OX1R antag-1	OX1R antag-2
O=C(Nc1ccnn1C1CCN(Cc2c[nH]c3ccccc23)CC1)c1ccccc1	-4	2
O=C(O/N=C1\CCCc2ccccc21)c1cccc(Cl)c1	-39	3
CN(C)CCn1c2c(c(SCC(=O)Nc3nccs3)nc1=O)CCCC2	-14	12
Fc1ccc2cc(-c3ccccc3F)ncc2c1	-4	25
CCc1ccccc1NC(=O)CCC(=O)N1CCSc2ccccc21	-2	21
CCOc1ccc(CN(C)C(=O)c2ccc3ccccc3n2)cc1	0	17
Cc1nonc1NC(=O)CSc1nc(CCC2CCCC2)nc2ccccc12	-17	19
Cc1ccc(NC(=S)Nc2ccc3cn[nH]c3c2)c(C)c1	-6	21
COc1ccc(Cl)cc1-c1nc(SCC(=O)NCC2CCCO2)n[nH]1 (configuration not stated)	23	8
CCC1CCC/C1=N\NC(=O)c1ccccc1C (configuration not stated)	-15	6
CN(C)CCCNC(=O)Cc1ccc(Br)cc1	-2	22
CC1CC(C)CN(S(=O)(=O)c2cc3c4c(c2)C(C)C(=O)N4CCC3)C1 (configuration not stated)	-32	8
CCn1c(NC(=O)c2ccco2)c(-c2ccccc2Cl)c(=O)c2ccccc21	-7	-1
O=C(COC(=O)CNC(=O)C1CCCCC1)Nc1cccc(F)c1	8	2
CCOC(=O)c1cccc(NC(=O)CSc2nnc(-c3cccnc3)n2C)c1	-34	6
COc1ccc(/C=N/N2C(C)CCCC2C)cc1O (configuration not stated)	-21	5
N/C(=N\c1nc(CSc2nnnn2-c2ccccc2)cc(=O)[nH]1)Nc1ccccc1	-7	0
N=c1c(C(=O)NCCN2CCOCC2)cc2c(=O)n3ccccc3nc2n1Cc1ccc(F)cc1	-9	60*
CSC1=NC2(C)CCCCC2C12C=CC(=O)C=C2 (configuration not stated)	-14	16
O=C(O)c1ccccc1C(=O)Nc1ccc(-c2csc(-c3ccccc3)n2)cc1	-3	23

7 entries already listed, ordered by the value under OX1R antag-1, low to high:
SMILES	OX1R antag-1	OX1R antag-2
O=C(O/N=C1\CCCc2ccccc21)c1cccc(Cl)c1	-39	3
CCOC(=O)c1cccc(NC(=O)CSc2nnc(-c3cccnc3)n2C)c1	-34	6
COc1ccc(/C=N/N2C(C)CCCC2C)cc1O (configuration not stated)	-21	5
CCC1CCC/C1=N\NC(=O)c1ccccc1C (configuration not stated)	-15	6
CN(C)CCn1c2c(c(SCC(=O)Nc3nccs3)nc1=O)CCCC2	-14	12
CCc1ccccc1NC(=O)CCC(=O)N1CCSc2ccccc21	-2	21
O=C(COC(=O)CNC(=O)C1CCCCC1)Nc1cccc(F)c1	8	2

Continuation.
SMILES	OX1R antag-1	OX1R antag-2
O=C(CCc1ccccc1)Nc1ccc(NS(=O)(=O)c2ccccc2)cc1	-12	1
O=C(COc1cccc2ccccc12)NNC(=O)c1cccs1	-7	25
Cc1ccc(C(=O)NCCc2c[nH]c3ccccc23)c(C)c1	-3	20
C[C@H](CO)N1C[C@H](C)[C@@H](CN(C)S(=O)(=O)c2cccs2)Oc2c(NC(=O)Nc3ccc4c(c3)OCO4)cccc2C1=O	6	10
CCOC(=O)CC(=O)CSc1nc(N)c(C#N)c(-c2ccc(Cl)cc2)c1C#N	2	15
CC(C)c1nnc(NC(=O)CCC(=O)NCc2ccc3c(c2)OCO3)s1	-34	12
CCn1c(=O)c2cc(C(=O)NCC(OC)OC)sc2c2ccccc21	-17	14
Cc1ccc(S(=O)(=O)Oc2ccc(C(c3c(C)[nH][nH]c3=O)c3c(C)[nH][nH]c3=O)cc2)cc1	-13	8
CC(=O)N[C@@H](Cc1c[nH]c2ccccc12)C(=O)OCC(=O)NCc1ccc2c(c1)OCO2	-15	33
Nc1ccc(C(=O)Nc2ccc3nc(-c4ccncc4)[nH]c3c2)cc1	-5	21
CNC(=S)N1CCN(c2nc3ccccc3s2)CC1	-9	19
CC(C)n1nc(C(=O)Nc2nnc(C3CC3)s2)c2ccccc2c1=O	-34	12
Cc1ccc(C(=O)CSc2nc3ccc(C(=O)NCCN4CCCCC4)cc3c(=O)[nH]2)cc1	-22	12
Cc1ccc(C)c(N(C)C(=O)c2coc(=O)c3ccccc23)c1	-12	17
COc1ccccc1NC(=O)c1csc2c1CCC(C)C2 (configuration not stated)	-14	7
CCCC1(C(=O)OCC)NC(c2ccc(O)cc2)C2C(=O)N(c3ccc4c(c3)OCCO4)C(=O)C21 (configuration not stated)	3	8
NC(=O)c1ccccc1OCC(=O)N1CCc2ccccc2C1	-31	15
Cc1onc(-c2ccccc2)c1C(=O)NCc1ccc2c(c1)OCO2	-22	6
CCOC(CNC(=O)c1cc(C)nn1-c1ccccc1)OCC	2	-7
CCc1ccc(OCC(=O)NC(=S)Nc2ccc(F)cc2)c(Br)c1	-27	26

One compound at a time, as listed above. Order of values: OX1R antag-1 | OX1R antag-2
Results for CCn1c(=O)c2cc(C(=O)NCC(OC)OC)sc2c2ccccc21 : -17 | 14
Results for O=C(COc1cccc2ccccc12)NNC(=O)c1cccs1 : -7 | 25
Results for O=C(CCc1ccccc1)Nc1ccc(NS(=O)(=O)c2ccccc2)cc1 : -12 | 1
Results for CCc1ccc(OCC(=O)NC(=S)Nc2ccc(F)cc2)c(Br)c1 : -27 | 26
Results for CCOC(=O)CC(=O)CSc1nc(N)c(C#N)c(-c2ccc(Cl)cc2)c1C#N : 2 | 15

Going on with the list.
SMILES	OX1R antag-1	OX1R antag-2
CNC(=O)c1cc(Nc2nnc(-c3ccc(O)cc3)c3ccccc23)ccc1OC	4	11
CCn1cc(C(=O)NCCC2=CCCCC2)c(=O)c2cc(S(=O)(=O)N(C)C)ccc21	-36	10
Cc1ccc(NS(=O)(=O)c2ccc(C(=O)N3CCCN(C)CC3)cc2)cc1	-10	16
CN(C(=O)COc1cc(=O)n(C)c2ccccc12)c1cccc(Cl)c1	-16	19
COc1ccc2oc(C(=O)N3CCN(c4ncccn4)CC3)c(C)c2c1	-17	20
COc1ccc(CCNC(=O)c2cc3c(F)cccc3s2)cc1OC	-25	19
CCc1ccc(S(=O)(=O)NCCc2csc(-c3cccnc3)n2)s1	-8	19
Cc1cccc(NC(=O)C2CCCN2C(=O)OCC(C)C)c1 (configuration not stated)	-18	8
O=C(COc1cccc(C(F)(F)F)c1)NCC(c1cccs1)N1CCOCC1 (configuration not stated)	-23	3
N#CCCn1nc(-c2ccc(Br)cc2)cc1Nc1ccccc1NC(=O)C(F)(F)F	18	8
CC1CCN(C(=O)CSc2nnc(CNC(=O)c3ccco3)o2)CC1	8	7
Cc1occc1C(=O)Nc1ccc(S(=O)(=O)N2CCN(C)CC2)cc1	-2	1
COc1ccc(S(=O)(=O)N2CCCN(CC(=O)Nc3ccc(OC)c(Cl)c3)CC2)cc1	-26	17
COC(=O)C1=C(C)N(c2ccc(C(=O)OC)cc2)C(=O)C1	-34	8
Cc1cccc(NS(=O)(=O)c2ccc(Br)s2)n1	2	8
O=C(NCCCc1ccccc1)c1ccc(Br)o1	-19	12
C=CCn1c(Cc2cccs2)nnc1SCC(=O)c1ccc2ccccc2c1	-13	11
COc1ccc(C(=S)N2CCOCC2)cc1OS(=O)(=O)c1ccc(Br)cc1	-14	28
COc1cccc(C(=O)NNC2OC(CO)C(O)C2O)c1 (configuration not stated)	0	13
O=c1cc(C(F)(F)F)nc(-n2[nH]c3c(c2=O)CCCC3)[nH]1	3	8
COC(=O)Cc1cc(C)cc2c(=O)cc(-c3ccoc3)oc12	-17	9
Cc1ccc(N(CC(=O)NCCc2ccccc2)C(=O)c2csnn2)cc1	-17	18
Cc1ccc(NC(=O)C(C)N2CCc3ccccc3C2)cc1 (configuration not stated)	-31	14
Cc1c(C(=O)OCC(C)C)[nH]c2c1C(=O)CC(c1ccco1)C2 (configuration not stated)	-25	1
COc1ccc(-n2c(C)cc(C(=O)CN3C(=O)NC4(CCCc5sccc54)C3=O)c2C)cc1 (configuration not stated)	-19	41
C[C@H](CO)N1C[C@H](C)[C@@H](CN(C)Cc2ccc(C(=O)O)cc2)Oc2ccc(NS(=O)(=O)c3cn(C)cn3)cc2C1=O	-7	-1
Cc1c(/C=N/N2C(=O)C3C4C=CC(C4)C3C2=O)c2ccccc2n1C (configuration not stated)	-34	1
CCOC(=O)CCN(Cc1ccccc1)S(=O)(=O)c1csc(C(N)=O)c1	-8	9
C/C(=N\N1CCN(c2ccc(Cl)cc2)CC1)c1ccco1	-9	7
O=C(/C=C/c1ccccc1)NNC(=O)c1cccs1	-7	17
OC(c1ccccc1)C1CN(Cc2ccccc2)CCC1(O)c1ccccc1 (configuration not stated)	-14	29
OC(CNCc1ccccc1F)(c1ccc(F)cc1)c1ccc(F)cc1	-23	16
Cc1noc(C)c1C(=O)N1CCc2ccccc2C1	6	12
O=C(O)CSc1nnc(Cc2cccc3ccccc23)n1-c1cc(C(F)(F)F)cc(C(F)(F)F)c1	0	13
Cc1ccc(C2(c3noc(CN(C)Cc4ccccn4)n3)CCCC2)cc1	4	5
CC(=O)N1CCN(C(=O)c2ccc(S(=O)(=O)Nc3ccccc3C)cc2)CC1	3	11
O=C(Nc1ccccc1C(=O)O)c1cc(S(=O)(=O)Nc2ccccc2)ccc1Cl	-17	0
COc1ccc(C2=NOC(Cn3nc(C(=O)NCc4ccc(OC(F)(F)F)cc4)cc3-c3ccccc3)C2)cc1 (configuration not stated)	-1	14
O=C(CCCn1nnnc1CN1CCOCC1)N1CCN(c2ccccc2F)CC1	5	10
Cc1cc(NCCCN2CCOCC2)n2nc(C)c(-c3ccc(F)cc3)c2n1	-23	15
O=C(CN1C(=O)C2CCCCN2C(=O)c2ccccc21)Nc1ccc(F)cc1 (configuration not stated)	-18	4
CCc1cccc(CC)c1NC(=O)C(CC)Sc1nc2ccncc2[nH]1 (configuration not stated)	-22	26
C=CCn1c(=NC(=O)c2ccc(S(=O)(=O)N3CCCC3)cc2)sc2cc(NC(C)=O)ccc21	3	10
CCCn1c(NCc2ccc(N(C)C)cc2)nc2ccccc21	-26	15
C=CCn1c(=O)n(C(=O)OCC)c2cc(Br)ccc21	-10	14
CCOC(=O)[C@H]1[C@H]2COc3ccccc3[C@@H]2N2C(=O)c3cc(F)ccc3NC(=O)[C@@]12C	-63	16
CC1CCN(C(=O)c2ccccc2SCC(=O)NCC2CCCCC2)CC1	-16	9
Cn1c(CN2CCOCC2)c(C#N)c2ccccc21	-2	3
Cc1ccc(S(=O)(=O)N2CCN(Cc3ccccc3)CC2)s1	-33	3
Nc1c(-c2ccc(Cl)cc2)cnc2c(-c3ccc(F)cc3)cnn12	-4	9
Cc1ccc(CNC(=O)c2ccc3c(c2)NC(=O)CS3)cc1	3	2
O=C(CN(C(=O)c1csnn1)c1cccc(F)c1)NCc1ccc(F)cc1	-38	10
CCN(CCNC(=O)CCCn1nc(C)n2c(cc3sccc32)c1=O)c1ccccc1	-36	22
Cc1ccc(-c2nnc3c4ccccc4c(C)nn23)cc1S(=O)(=O)N1CCN(CCO)CC1	-20	25
Cn1c(=O)c2c(nc(Cl)n2Cc2ccc(Cl)c(Cl)c2)n(C)c1=O	-24	9
COc1ccccc1C(=O)NCCC(=O)N(C)CC(=O)Nc1ccc(C)cc1	-21	15
CCOc1ccc(S(=O)(=O)NCc2ccc3c(c2)OCO3)cc1C	-20	26
COc1ccc(C2=NN(C(=O)c3cccnc3)C(c3ccccc3)C2)cc1 (configuration not stated)	-13	23
CC(=O)N/N=C(\C)CCc1ccccc1	-24	22
Cc1ccc(-c2nn(C)c(=O)c3ccccc23)cc1S(=O)(=O)NCCO	1	5
Next part:
SMILES	OX1R antag-1	OX1R antag-2
COc1ccc(S(=O)(=O)Nc2ccccc2OC)cc1NC(=O)c1cc2ccccc2oc1=O	-30	7
COc1cc(OC)cc(-n2nnnc2SCC(=O)N2CCCC2)c1	-16	8
O=S(=O)(c1ccccc1)n1ccc2cccnc21	-12	5
Cc1ccc(C)c(NC2CCCCC2NS(=O)(=O)c2ccccc2)c1 (configuration not stated)	-16	32
CC(=O)Nc1ccc(NC(=O)c2ccc(NC(=O)c3ccccc3)cc2)cc1	6	25
O=C(Nc1ccc(F)c(Cl)c1)C1CC(=O)n2c(nc3ccccc32)N1 (configuration not stated)	17	23
CC(=O)Nc1cccc(NC(=O)CSc2ncc(C(=O)Nc3ccc(F)cc3)c(=O)n2C)c1	-15	7
Cc1ccc(C(=O)O)cc1S(=O)(=O)N1CCOCC1	-12	11
CC(=O)c1ccc(NC(=S)Nc2ccc(N3CCOCC3)cc2)cc1	-16	32
Cc1c(C(=O)N2CC[C@@H](N3CCC(O)CC3)[C@H](O)C2)[nH]c2ccc(Cl)cc12	10	13
CCNc1nnc(-c2ccncc2)s1	-11	18
N#Cc1c(/N=C/c2cccs2)sc2c1CCC2	-18	10
CCOc1ccc(CN(C)C(=O)c2cccnc2OCC)cc1OC	-6	5
O=C1CCCN1c1ccc(S(=O)(=O)N2CCN(c3ccccc3)CC2)cc1	-12	5
O=C(CSc1nc2ccccc2s1)Nc1ccc(Cl)c(C(=O)O)c1	-2	2
Cc1ccc(NC(=O)CSc2nc3c([nH]c4ccccc43)c(=O)n2C)cc1	-39	20
COCC1CCCCN1C(=O)c1ccc2nc(Cc3ccc(OC)c(OC)c3)oc2c1 (configuration not stated)	-30	25
CCN(C(=O)COc1cc(=O)n(C)c2ccccc12)c1cccc(Cl)c1	-19	16
CC(=O)Nc1ccc(NC(=O)C(Cc2ccccc2)NC(=O)C2CCC(C)CC2)cc1 (configuration not stated)	-9	18
Cc1cc(OC(=O)c2cccc([N+](=O)[O-])c2)c(C)cc1CN1CCOCC1	-20	24
Cc1cccn2c(=O)c3cc(C(=O)NCCc4ccccc4)c(=N)n(CCCn4ccnc4)c3nc12	-35	59*
